# Growth percent in the NCI-60 one-dose screen (48 h, 10 µM unless noted): 100 = growth as untreated, 0 = no growth, -100 = all killed.
# UACC-257: UACC-257 melanoma; 78,000 compounds, 4.4% hits; AID 1794764
# LOX IMVI: LOX IMVI melanoma. 79,000 compounds, 7.4% hits. AID 1794757
# MALME-3M: MALME-3M melanoma; 78,000 compounds, 5.8% hits; AID 1794766
# HS 578T: HS 578T breast cancer. AID 1794788. 78,000 compounds, 4.1% hits
# MCF7: MCF7 breast cancer; 82,000 compounds, 6.3% hits
# BT-549: BT-549 breast cancer. 78,000 compounds, 4.4% hits. AID 1794793
# UACC-62: UACC-62 melanoma. 81,000 compounds, 5.4% hits
# T-47D: T-47D breast cancer. AID 1794792. 79,000 compounds, 5% hits
# * marks the source's active call; other numbers are inactive results; · = no result given; & = joins results of further samples; [ ] = dose if it differs, or a comment. The calls were made as follows: active = growth percent below 10; inactive = the rest.
SMILES,UACC-257,LOX IMVI,MALME-3M,HS 578T,MCF7,BT-549,UACC-62,T-47D
Cc1ccc(C)c(CC#N)c1,112,99,110,105,99,106,108,102
CCCCCCCCCCCCNC(=O)c1cccnc1,89,83,79,92,90,68,69,81
COc1cc(-c2cn(-c3ccc(Cl)cc3)c(=O)n2-c2ccccc2)cc(OC)c1OC,82,69,72,67,58,99,54,53
O=C(Nc1ccc(Oc2ccccc2)cc1)Nc1ccc2c(ccn2C(=O)c2cccc(F)c2)c1,90,85,79,97,71,87,76,94
CCOc1cccc(-c2nc3sccn3c2-c2ccncn2)c1,110,111,112,102,82,109,96,102
CCCC(C)c1ccc(O)cc1 (stereo unspecified),96,101,113,114,104,·,105,105
CN(C)CCCN(c1ccccc1)c1ccccc1,100,99,101,110,95,·,97,94
COc1ccc2oc3c(C)c4c(c(C)c3c2c1)C(=O)N(CCN1CCCCC1)C4=O,98,98,96,90,97,100,100,97
OC1CSC1,93,102,109,111,98,116,94,97
O=C(S)CN1C(=O)c2ccccc2C1=O,98,95,100,113,99,107,99,97
O=C(Nc1ccc(F)cc1)c1c(NC(=O)C(F)(F)F)sc2c1CCCCC2,-24*,15,-21*,-6.8*,3.6*,-2.4*,3.6*,·
Cc1ccc(-c2cc(-c3ccccc3)nc(Nc3nc4ccccc4[nH]3)n2)cc1,105,99,133,101,88,105,106,83
O=c1oc2c(cnc3ccccc32)cc1-c1ccc(F)cc1,111,102,108,113,46,107,97,103
Cn1cc(NC(=O)c2cc(NC(=O)CCSc3ccc4ccccc4c3)cn2C)cc1C(=O)NCCCN1CCOCC1,94,94,73,108,76,82,90,57
N=c1c(S(=O)(=O)c2ccc(Cl)cc2)cc2c(=O)n3ccccc3nc2n1Cc1ccccc1,99,92,110,93,89,93,84,87
Cn1c(S)c(N=Nc2ccc(O)cc2)sc1=S,105,95,104,106,93,105,94,101
O=[N+]([O-])/C(=C/c1ccccc1)c1ccccc1,103,96,99,110,97,93,108,·
COc1cc(-c2ccc(-c3ccc(C(=N)N)cn3)s2)cc(OC)c1OC,115,91,66,80,47,96,78,73
Cc1ccccc1NC(=O)N(O)C1(C#N)CCCCC1,96,95,112,·,107,128,102,105
CC1(C)OC2COC3(C(=O)O)OC(C)(C)OC3C2O1 (stereo unspecified),·,96,109,101,100,106,98,90
CC(=O)OC(C(=O)c1ccccc1)c1ccccc1 (stereo unspecified),107,107,96,125,96,·,100,95
COc1ccc(COc2ccc(/C=C3/C(=O)Nc4cc(Cl)ccc43)cc2)cc1,106,95,87,89,82,102,89,90
Oc1ccccc1/C=C/c1cnccn1,99,98,106,89,68,100,96,69
c1ccc(Cc2nc3ccccc3c3cc[nH]c23)cc1,79,86,83,104,85,105,86,72
c1ccc(N2CCN(c3nncc4ccccc34)CC2)nc1,99,97,109,109,105,104,100,101
COc1ccccc1Cn1ccc2c1-c1[nH]c(=O)c(S(=O)(=O)c3ccccc3)cc1CCC2,96,92,117,106,86,112,82,90
CCOC(=O)COCC(=O)OCC,117,99,97,111,96,·,98,97
O=S(=O)(O)c1ccc2cc(S(=O)(=O)O)ccc2c1,102,94,96,96,98,·,103,99
CCOC(=O)/C(C)=C\c1ccc(OC)c(OC)c1,108,98,112,108,101,89,101,90
COc1ccc(/C=C2\C(=O)N(c3nc(-c4c(O)cc(C)oc4=O)cs3)N=C2C)cc1OC,93,96,104,98,96,99,96,101
COc1ccc(/C=C/C(=O)c2ccc(NC(=O)CSc3nnc(-c4ccc(-c5nc6ccc(Cl)cc6[nH]5)cc4)o3)cc2)cc1,102,92,102,102,74,90,74,75
CCOC(=O)c1ccc(NC(=O)NCn2c(=O)[nH]c3ccccc3c2=O)cc1,97,94,105,91,80,164,96,84
CCCCn1c(-c2ccc(-c3nc(-c4ccc5ccccc5c4)no3)cc2)nc(-c2ccccc2)c1-c1ccccc1,102,95,102,101,92,111,93,100
COc1ccc(-c2cc(-c3ccc(Oc4ccnc5cc(Cl)ccc45)c(OC)c3)c3c(=O)[nH]c(N)nc3n2)cc1,89,98,114,113,74,94,98,86
COc1c2occc2c(OC)c2c(=O)c(C3=NN(C(C)=O)C(c4ccc(F)cc4)C3)c(C)oc12 (stereo unspecified),·,93,105,89,61,102,·,67
O=C1CCCc2cc(OCCCC(=O)NC3CCCCC3)ccc2N1,106,93,93,103,96,113,84,91
CCSc1ccc2c(c1)N(CCCN1CCN(C)CC1)c1ccccc1S2,-70*,-82*,-62*,61,21,73,-43*,47
CC1=CC(=O)C2=C(C)CC(OS(=O)(=O)c3ccc(C)cc3)[C@@H]3[C@H](OC(=O)[C@@H]3C)[C@@H]12 (stereo partly specified),90,92,113,96,85,106,75,98
O=C(/C=C/c1ccccc1)C/C(=N/O)C(=O)NO,124,96,104,105,94,128,100,98
Cc1cccc(N=NC(=S)NNc2cccc(C)c2)c1,105,105,108,116,93,134,101,98
CCOC(=O)c1onc(-c2no[n+]([O-])c2C)c1C(=O)OCC,104,102,109,99,97,110,93,101
COc1ccc(Cn2cc(C(=O)N=Nc3c(O)[nH]c4ccccc34)nn2)cc1,102,102,97,109,96,115,97,113
O=c1sc2ccccc2n1CCCl,100,96,99,111,102,92,110,91
O=Cc1cc(Cl)cc(Cl)c1O,99,103,112,90,97,90,106,99
C[N+](C)=Cc1c[nH]c2c1ccc1ccccc12,105,96,100,102,95,100,83,100
COc1cccc(/C=C2/Sc3scc(-c4ccccc4)[n+]3C2=O)c1O,91,72,85,96,101,99,79,96
O=c1cc(SCc2ccccc2)nc[nH]1,108,107,111,119,101,103,108,114
CC1(C)O[C@@H]2CC3C4CCC5=CC(=O)C=C[C@]5(C)C4[C@@H](O)C[C@]3(C)[C@]2(C(=O)CO)O1 (stereo partly specified),101,98,94,·,86,75,97,103
COc1ccc(C(=O)C[n+]2ccc(/C=C/c3ccncc3)cc2)cc1,85,78,76,102,80,89,91,81
C1CN(CCN2CCOCC2)CCO1,98&136,100,128&99,101&102,101&104,101&101,95&101,94&102

# A different layout for part of the listing above.
molecule	UACC-257	LOX IMVI	MALME-3M	HS 578T	MCF7	BT-549	UACC-62	T-47D
CCOC(=O)COCC(=O)OCC	117	99	97	111	96	·	98	97
O=S(=O)(O)c1ccc2cc(S(=O)(=O)O)ccc2c1	102	94	96	96	98	·	103	99
CCOC(=O)/C(C)=C\c1ccc(OC)c(OC)c1	108	98	112	108	101	89	101	90
COc1ccc(/C=C2\C(=O)N(c3nc(-c4c(O)cc(C)oc4=O)cs3)N=C2C)cc1OC	93	96	104	98	96	99	96	101
COc1ccc(/C=C/C(=O)c2ccc(NC(=O)CSc3nnc(-c4ccc(-c5nc6ccc(Cl)cc6[nH]5)cc4)o3)cc2)cc1	102	92	102	102	74	90	74	75
CCOC(=O)c1ccc(NC(=O)NCn2c(=O)[nH]c3ccccc3c2=O)cc1	97	94	105	91	80	164	96	84
CCCCn1c(-c2ccc(-c3nc(-c4ccc5ccccc5c4)no3)cc2)nc(-c2ccccc2)c1-c1ccccc1	102	95	102	101	92	111	93	100
COc1ccc(-c2cc(-c3ccc(Oc4ccnc5cc(Cl)ccc45)c(OC)c3)c3c(=O)[nH]c(N)nc3n2)cc1	89	98	114	113	74	94	98	86
COc1c2occc2c(OC)c2c(=O)c(C3=NN(C(C)=O)C(c4ccc(F)cc4)C3)c(C)oc12 (stereo unspecified)	·	93	105	89	61	102	·	67
O=C1CCCc2cc(OCCCC(=O)NC3CCCCC3)ccc2N1	106	93	93	103	96	113	84	91
CCSc1ccc2c(c1)N(CCCN1CCN(C)CC1)c1ccccc1S2	-70*	-82*	-62*	61	21	73	-43*	47
CC1=CC(=O)C2=C(C)CC(OS(=O)(=O)c3ccc(C)cc3)[C@@H]3[C@H](OC(=O)[C@@H]3C)[C@@H]12 (stereo partly specified)	90	92	113	96	85	106	75	98
O=C(/C=C/c1ccccc1)C/C(=N/O)C(=O)NO	124	96	104	105	94	128	100	98
Cc1cccc(N=NC(=S)NNc2cccc(C)c2)c1	105	105	108	116	93	134	101	98
CCOC(=O)c1onc(-c2no[n+]([O-])c2C)c1C(=O)OCC	104	102	109	99	97	110	93	101
COc1ccc(Cn2cc(C(=O)N=Nc3c(O)[nH]c4ccccc34)nn2)cc1	102	102	97	109	96	115	97	113
O=c1sc2ccccc2n1CCCl	100	96	99	111	102	92	110	91
O=Cc1cc(Cl)cc(Cl)c1O	99	103	112	90	97	90	106	99
C[N+](C)=Cc1c[nH]c2c1ccc1ccccc12	105	96	100	102	95	100	83	100
COc1cccc(/C=C2/Sc3scc(-c4ccccc4)[n+]3C2=O)c1O	91	72	85	96	101	99	79	96
O=c1cc(SCc2ccccc2)nc[nH]1	108	107	111	119	101	103	108	114
CC1(C)O[C@@H]2CC3C4CCC5=CC(=O)C=C[C@]5(C)C4[C@@H](O)C[C@]3(C)[C@]2(C(=O)CO)O1 (stereo partly specified)	101	98	94	·	86	75	97	103
COc1ccc(C(=O)C[n+]2ccc(/C=C/c3ccncc3)cc2)cc1	85	78	76	102	80	89	91	81
C1CN(CCN2CCOCC2)CCO1	98&136	100	128&99	101&102	101&104	101&101	95&101	94&102

# The listing continues:
SMILES,UACC-257,LOX IMVI,MALME-3M,HS 578T,MCF7,BT-549,UACC-62,T-47D
O=C(CSc1nc2ccccc2[nH]1)Nc1ccc(Br)cc1,104,87,92,91,95,95,63,75
COc1ccc(OC)c(NCC(=O)n2nc(/C=C\c3ccc(O)c(OC)c3)cc2/C=C\c2ccc(O)c(OC)c2)c1,30,9.7*,23,22,·,17,16,15
COc1ccc(/C=C/C(=N)/C=C2/C(=O)Nc3cc(Br)ccc32)cc1,117[2.05 µM],96[2.05 µM],100[2.05 µM],·,101[2.05 µM],98[2.05 µM],90[2.05 µM],83[2.05 µM]
COc1ccc(CCN2C(=O)CCC3=C2CCCC3=O)cc1OC,·,99,92,95,93,104,105,104
Clc1nnc2ccc(Oc3ccccc3-c3cccc(N4CCOCC4)c3)nn12,106,92,91,92,89,89,75,89
CCCCCCN(CCCCCC)CC(O)c1ccc2cc(Br)c3ccccc3c2c1 (stereo unspecified),82,67,109,·,·,104,91,104
N#C/C(=C\c1ccc(-c2cc(Cl)ccc2Cl)o1)c1ccc(Cl)cc1,109,95,94,87,67,109,89,75
N#C/C(=C\c1cccs1)c1nc(-c2ccc(Cl)cc2)cs1,104,104,94,110,82,117,101,90
O=C1Nc2c(sc3ccc(Cl)cc23)C(c2ccc3ccccc3c2)N1 (stereo unspecified),98,101,83,97,79,101,86,76
CCOC(=O)c1c(C)nc2c(c1N)C(=O)C(=O)N2Cc1cc(F)cc(Cl)c1,81,103,105,107,88,81,79,77

# 3 compounds already listed, ordered by heavy-atom count, largest number first:
SMILES,UACC-257,LOX IMVI,MALME-3M,HS 578T,MCF7,BT-549,UACC-62,T-47D
CCCCCCN(CCCCCC)CC(O)c1ccc2cc(Br)c3ccccc3c2c1 (stereo unspecified),82,67,109,·,·,104,91,104
Clc1nnc2ccc(Oc3ccccc3-c3cccc(N4CCOCC4)c3)nn12,106,92,91,92,89,89,75,89
COc1ccc(/C=C/C(=N)/C=C2/C(=O)Nc3cc(Br)ccc32)cc1,117[2.05 µM],96[2.05 µM],100[2.05 µM],·,101[2.05 µM],98[2.05 µM],90[2.05 µM],83[2.05 µM]

# Next section
SMILES,UACC-257,LOX IMVI,MALME-3M,HS 578T,MCF7,BT-549,UACC-62,T-47D
CCOC(=O)C1=C(c2ccccc2)N=C2N(c3ccccc3)N=C(C(C)=O)N2C1c1ccc(Br)cc1 (stereo unspecified),93,95,97,83,89,98,72,80
CCc1cccc2c3c([nH]c12)C(CC)(CC(=O)O)OCC3 (stereo unspecified),102&107,95&100,101&111,99&114,105&86,115&96,101&100,102&92
Cc1nn2c(-c3nc4cc(C)c(C)cc4[nH]3)c(-c3ccc(F)cc3)nc2s1,99,103,107,101,91,108,94,104
Cn1c2nc(=O)[nH]nc2c2cc(Br)cc(Br)c21,·,92,96,87,90,87,90,96
Clc1ccnc(SCc2ccccc2)n1,93,101,104,101,102,113,88,90
Cc1ccc(-n2nc(C(=O)O)c(N3CCCC3)n2)cc1,99,95,85,98,94,95,94,93
Nc1ncnc2c1C(c1ccc(Br)cc1)c1sc3c(Br)cccc3c1O2 (stereo unspecified),121,85,119,93,71,85,80,58
COc1cc2c(cc1O)C(=O)CCCC2,121,91,108,110,91,78,106,95
Nc1nc2nc(/N=N/SCCC(=O)O)[nH]c2c(=O)[nH]1,100,107,96,103,89,125,94,101
Nc1ccc2cc(S(=O)(=O)O)cc(O)c2c1,109,·,102,126,103,104,115,112
Cc1c(C(N)=O)sc2ncn(CC(=O)NN=C3CCCCC3)c(=O)c12,165,103,136,108,109,99,100,103
COc1ccc(-c2nc3ccc(Cl)cc3c3c2c(=O)n(C)c(=O)n3C)cc1OC,105,100,107,83,101,105,92,96
N#Cc1cnc2c(C#N)c(Nc3ccccc3)nn2c1-c1ccc(Br)cc1,104,94,109,85,88,103,92,81
Cc1ccc(S(=O)(=O)Nc2ccc(-c3cc(-c4cccc(C)c4)c(C#N)c(N)n3)cc2)cc1,98,·,98,73,73,78,65,42
Cc1ccc(/C=C/C(=O)c2ccc(O)c(CN3CCN(c4cc5c(cc4F)c(=O)c(C(=O)O)cn5C4CC4)CC3)c2)c(C)c1,102,70,95,80,73,86,61,64
O=C(c1nc2ccccc2[nH]1)C1C(c2cccc(F)c2)C2CC3CCCCC3N2[C@@]12C(=O)Nc1cc(Cl)ccc12 (stereo partly specified),44,39,43,65,16,67,52,31

# High-throughput results deposited in PubChem by NCI.
